CBFb RUNX1 block: CBF-beta/RUNX1 interaction disruption; Q01196+Q13951; AlphaScreen CBFb-His/RUNX1-biotin binding, biochemical; Potency, µM (doses to about 59.8 µM), for the others: at the highest dose activity, negative = inhibition, actives largely listed as inhibitors; 230,000 tested, under 10 active; AID 1477; further: % of control where 0% means no effect
Target sequence (Q01196 whole entry, looked up): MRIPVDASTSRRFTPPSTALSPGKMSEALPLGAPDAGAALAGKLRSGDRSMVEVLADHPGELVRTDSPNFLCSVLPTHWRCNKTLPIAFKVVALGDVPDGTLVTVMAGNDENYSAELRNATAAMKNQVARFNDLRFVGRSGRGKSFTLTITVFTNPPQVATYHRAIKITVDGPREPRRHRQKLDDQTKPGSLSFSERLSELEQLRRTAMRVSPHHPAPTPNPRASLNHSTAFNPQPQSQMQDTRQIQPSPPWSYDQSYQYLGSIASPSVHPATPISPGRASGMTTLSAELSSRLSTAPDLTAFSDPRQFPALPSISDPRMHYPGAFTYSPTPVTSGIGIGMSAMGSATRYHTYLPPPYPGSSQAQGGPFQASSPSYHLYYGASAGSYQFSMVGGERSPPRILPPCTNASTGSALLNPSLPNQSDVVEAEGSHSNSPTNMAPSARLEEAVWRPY
Target sequence (Q13951 whole entry, looked up): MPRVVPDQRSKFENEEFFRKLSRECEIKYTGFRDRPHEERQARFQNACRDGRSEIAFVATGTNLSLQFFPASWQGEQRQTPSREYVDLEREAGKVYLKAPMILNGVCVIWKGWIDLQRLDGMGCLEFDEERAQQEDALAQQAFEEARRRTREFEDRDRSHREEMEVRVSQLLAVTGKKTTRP
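Read-out: AlphaScreen. Format: His-CBF-beta with biotinylated RUNX1 (30 nM each) preincubated 20 min, compound 15 min, Ni-chelate plus streptavidin beads 90 min; room temperature throughout.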
Epigenetic derep: epigenetic control regulation, reporter derepression; murine LDR cells, GFP reporter derepression, 30 h; Potency, µM (doses to about 53.9 µM), for inactives: top-dose GFP activation, most hits filed as activators; actives 0.2% (n = 280,000); AID 1865; further: potency means the concentration at half of the fitted maximal effect; % of control where 0% means no effect; nearly all actives have a fitted effect of over 60% in size
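In this reporter-derepression format, murine cells bearing a silenced integrated CMV-GFP locus incubate with test compound (30 h, 37 C), then are washed and imaged; fluorescent objects of 20–120 um count as induced cells.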
NPSR antag: neuropeptide S receptor (human) antagonism, cAMP. CHO-NPSR cells, cAMP TR-FRET, antagonist mode. Potency, µM (doses to about 38.3 µM), inactives show at the top dose activity change, negative = inhibition, most hits filed as inhibitors. actives 1% (n = 220,000). AID 1461; further: potency means the concentration at half of the fitted maximal effect; on the % scale 0 is the no-effect control and ±100 the full control effect; nearly all actives have a fitted effect of over 50% in size; many of its hits are not listed in these tables
Target sequence (Q6W5P4 whole entry, looked up): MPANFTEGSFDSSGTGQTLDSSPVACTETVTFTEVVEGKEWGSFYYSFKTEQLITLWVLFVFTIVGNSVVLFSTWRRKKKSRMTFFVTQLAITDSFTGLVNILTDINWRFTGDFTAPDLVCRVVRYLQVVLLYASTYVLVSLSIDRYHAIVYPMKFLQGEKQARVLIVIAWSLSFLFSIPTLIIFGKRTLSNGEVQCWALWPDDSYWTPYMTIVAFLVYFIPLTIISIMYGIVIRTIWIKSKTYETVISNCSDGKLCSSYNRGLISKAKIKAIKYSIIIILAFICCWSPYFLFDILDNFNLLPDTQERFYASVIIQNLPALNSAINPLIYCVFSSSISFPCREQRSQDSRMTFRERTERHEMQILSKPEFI
L3MBTL1 block: inhibitors of human L3MBTL1; AlphaScreen L3MBTL1–H3K9me1 peptide binding; actives 0.66% (n = 230,000); Potency, µM (titrated, usually from 57.1 µM), for inactives: top-dose activity, negative = inhibition, actives largely listed as inhibitors; Q9Y468; further: potency means the concentration at half of the fitted maximal effect; on the % scale 0 is the no-effect control and ±100 the full control effect; nearly all actives have a fitted effect of over 60% in size
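Displacement of a biotinylated histone H3(1-15) peptide monomethylated at Lys9 (75 nM) from L3MBTL1 (50 nM) was measured by AlphaScreen after a 30 min room-temperature compound incubation; cefsulodin titration served as intraplate control.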
IMPase Li inh: IMPase inhibition in cells with lithium potentiation; actives 0.35% (n = 210,000); Potency, µM (top dose mostly 59.4 µM), inactives show top-dose activity, negative = IMPase inhibition, most hits filed as inhibitors; CHO-M1 cells, IP1 TR-FRET (IP-One), carbachol + lithium;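 further: IP1 builds up when IMPase is blocked and the TR-FRET signal falls; potency means the concentration at half of the fitted maximal effect; plate controls were basal vehicle for no effect and high inhibitor control for full effect; nearly all actives have a fitted effect of over 50% in size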
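Lithium-sensitised IP1 accumulation assay; M1-expressing CHO cells treated 30 min at 37C with compound. Competitive antibody detection by time-resolved FRET followed a 10 min room-temperature lysis step.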
Luc counter: Kinase-Glo luciferase inhibition (counter-screen); Q27757; Kinase-Glo luciferase, ATP luminescence, 8 min; Potency, µM (titrated, usually from 38.3 µM), inactives show at the top dose activity change, negative = inhibition, most hits filed as inhibitors; actives 0.28% (n = 200,000); further: potency means the concentration at half of the fitted maximal effect; on the % scale 0 is the no-effect control and ±100 the full control effect; nearly all actives have a fitted effect of over 60% in size
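Compound is pinned into ATP-containing buffer (10 uM ATP, imidazole pH 7.2, 7 mM MgCl2). Kinase-Glo luciferase reagent is then added. Light output is recorded following an 8-min room-temperature incubation.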
HTT aggregate: inhibitors of mutant huntingtin aggregate formation in PC12 cells | PC12 HttQ103-GFP aggregates, Acumen cytometry, 40 h | Potency, µM (titrated, usually from 46.1 µM), for inactives: at the top dose activity change, negative = inhibition, actives largely listed as inhibitors | actives 1.1% (n = 220,000); further: potency means the concentration at half of the fitted maximal effect; on the % scale 0 is the no-effect control and ±100 the full control effect; nearly all actives have a fitted effect of over 60% in size
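Steps: seed 1500 PC12 HTTQ103-GFP cells/well; add tebufenozide, 100 nM final; add compound titration; add ATPLite reagent; quantify GFP aggregates by laser scanning cytometry.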
* marks the source's active call; other numbers are inactive results; ? = inconclusive; . = not tested or not shown; & = joins results of further samples; [ ] = another dose, or the depositor's remark. The call rests on the fitted dose curve; in most records, active means well fitted curve in the direction sought with a large enough effect; inconclusive means small, poorly fitted or top-dose-only effect, or another doubt; inactive means no such curve, though single readings can be large; an effect the other way counts as inactive or inconclusive. These rows are one share of the data, so the mix of outcomes need not match the whole.

The opening 7 compounds, to show the layout:
SMILES | CBFb RUNX1 block | Epigenetic derep | NPSR antag | L3MBTL1 block | IMPase Li inh | Luc counter | HTT aggregate
CC(CSc1nnnn1-c1ccccc1)Cn1c(N2CCN(C)CC2)nc2c1c(=O)[nH]c(=O)n2C (stereo unspecified) | -2% | -4.0% | -18% | 11% | 3% | 2% | 2%
O=C(O)CCC(=O)NNc1ncnc2ccccc12 | 3% | 2.3% | 17% | 0% | 2% | -6% | -4%
Cc1cc(NC(=O)COC(=O)CNS(=O)(=O)c2ccc(C)c(C)c2)no1 | -7% | -0.2% | 19% | 5% | 2% | -1% | 20%
Cc1c([N+](=O)[O-])c([N+](=O)[O-])nn1CC(=O)NCCc1ccccc1 | 8% | 0.0% | 6% | -3% | 13% | 2% | 2%
O=C(O)c1ccc(-n2nc(C(F)(F)F)c3c2CCCC3)cc1 | 1%&0% | 3.4%&0.7% | -5% | -1% | -1% | 1%&1% | 8%&9%
CS(=O)(=O)N1N=C(c2ccccc2)CC1c1ccc2nccnc2c1 (stereo unspecified) | 1% | -1.0% | 16% | 5% | -1% | 3% | -20%
CCn1c(=O)c(C(=O)NCc2ccccn2)c(O)c2ccccc21 | 2% | -4.5% | 3%[46.1 µM] | 4% | -2%[38.3 µM] | -2% | -18%

All compounds of this part (from the top)
SMILES | CBFb RUNX1 block | Epigenetic derep | NPSR antag | L3MBTL1 block | IMPase Li inh | Luc counter | HTT aggregate
CC(CSc1nnnn1-c1ccccc1)Cn1c(N2CCN(C)CC2)nc2c1c(=O)[nH]c(=O)n2C (stereo unspecified) | -2% | -4.0% | -18% | 11% | 3% | 2% | 2%
O=C(O)CCC(=O)NNc1ncnc2ccccc12 | 3% | 2.3% | 17% | 0% | 2% | -6% | -4%
Cc1cc(NC(=O)COC(=O)CNS(=O)(=O)c2ccc(C)c(C)c2)no1 | -7% | -0.2% | 19% | 5% | 2% | -1% | 20%
Cc1c([N+](=O)[O-])c([N+](=O)[O-])nn1CC(=O)NCCc1ccccc1 | 8% | 0.0% | 6% | -3% | 13% | 2% | 2%
O=C(O)c1ccc(-n2nc(C(F)(F)F)c3c2CCCC3)cc1 | 1%&0% | 3.4%&0.7% | -5% | -1% | -1% | 1%&1% | 8%&9%
CS(=O)(=O)N1N=C(c2ccccc2)CC1c1ccc2nccnc2c1 (stereo unspecified) | 1% | -1.0% | 16% | 5% | -1% | 3% | -20%
CCn1c(=O)c(C(=O)NCc2ccccn2)c(O)c2ccccc21 | 2% | -4.5% | 3%[46.1 µM] | 4% | -2%[38.3 µM] | -2% | -18%
Oc1ccc(N2CCN(C(c3cccnc3)c3nnnn3Cc3ccccc3)CC2)cc1 (stereo unspecified) | -28% | 1.7% | ? | -6% | 14%[38.3 µM] | -3% | -15%
CC(=O)c1cccc(NC(=O)NCCc2c[nH]c3ccccc23)c1 | 9% | 0.2% | -10% | . | . | . | -9%[9.22 µM]
Cc1cccc(NC2=Nc3ccccc3N3C2=Nc2c(c(C)nn2-c2ccccc2)C3c2ccc(O)c(O)c2)c1 (stereo unspecified) | 11% | 7.0% | 2%[46.1 µM] | 12% | -6%[38.3 µM] | 1% | 22%
COc1ccc(Br)cc1C1N2CC3(C)CN1CC(C)(C2)C3=O (stereo unspecified) | 6% | -2.3% | -22%[46.1 µM] | 24% | -4% | 0% | 1%
Cc1ccccc1C(=O)N1CCN(c2ccc([N+](=O)[O-])c(NCc3ccco3)c2)CC1 | ? | 3.1% | ? | -11% | 1%[38.3 µM] | 2% | -11%
O=C(NCc1cccs1)C1CCN(c2nc3ccccc3o2)CC1 | 7% | 1.0% | 8%[46.1 µM] | -1% | -12%[38.3 µM] | 10% | 9%
Fc1ccc2nc(N3CCCCC3)sc2c1 | 7% | 1.7% | 6%[46.1 µM] | 9% | -7%[38.3 µM] | -21% | -7%
Cc1cc(C(=O)OCC(=O)c2c(N)n(C)c(=O)n(C)c2=O)c(C)n1-c1ccccc1 | -2% | 0.0% | 1%[46.1 µM] | . | 10%[38.3 µM] | -6% | -1%
CCCCCCCCS(=O)C1CS(=O)(=O)CC1O (stereo unspecified) | 3% | -1.6% | -10% | -2% | . | . | -19%[9.22 µM]
CNNC(=S)Nc1ccc(Cl)cc1 | -1% | -0.8% | -14% | 3% | . | . | -3%[9.22 µM]
Clc1ccc(/C=N/N2CCN(Cc3ccccc3Cl)CC2)cc1 | -13% | 7.4% | -6% | -17% | 11% | -1% | 2%
CC(C)(C)Nc1nc(NCc2cccnc2)nc(N2CCOCC2)n1 | 6% | 0.0% | -7%[46.1 µM] | -1% | 8% | -3% | 9%
Cc1ccc(N2CC(O)(c3cccs3)[N+]3=C2CCCC3)cc1 (stereo unspecified) | 8% | 2.2% | 11% | 25% | 4% | -1% | -13%

Fetched one by one from the list above (2):
SMILES | CBFb RUNX1 block | Epigenetic derep | NPSR antag | L3MBTL1 block | IMPase Li inh | Luc counter | HTT aggregate
COc1ccc(Br)cc1C1N2CC3(C)CN1CC(C)(C2)C3=O (stereo unspecified) | 6% | -2.3% | -22%[46.1 µM] | 24% | -4% | 0% | 1%
Cc1ccccc1C(=O)N1CCN(c2ccc([N+](=O)[O-])c(NCc3ccco3)c2)CC1 | ? | 3.1% | ? | -11% | 1%[38.3 µM] | 2% | -11%

(continued)
SMILES | CBFb RUNX1 block | Epigenetic derep | NPSR antag | L3MBTL1 block | IMPase Li inh | Luc counter | HTT aggregate
CCCCNCC(=O)Nc1ccc(NC(=O)CNCCCC)cc1 | -7% | -1.9% | -7%[46.1 µM] | -3% | -2%[38.3 µM] | 4% | -1%
CC(C)NC(=O)CSc1nnc(-c2ccc3ncccc3c2)n1C | -1% | -1.1% | 2% | 5% | . | . | 18%[9.22 µM]
CCOc1ccc(-c2c(=O)n(OCc3ccccc3Br)c3ccccc3[n+]2[O-])c(OCC)c1 | 5% | 1.1% | -47% | 1% | 13% | 2% | -3%
Cc1ccc(Sc2ccc(NC(=O)CCl)cc2)c(C)c1 | -3% | 2.1% | -11% | 16% | -6% | -6% | -4%
Cc1cccc(N(CC(N)=O)S(C)(=O)=O)c1C | 7% | -1.0% | -2%[46.1 µM] | -5%[11.4 µM] | 23%[38.3 µM] | 0% | 0%
O=C(CSc1ccc(Cl)cc1)NCC1CCCO1 (stereo unspecified) | 8% | 7.2% | 3%[46.1 µM] | . | 7%[38.3 µM] | 7% | 13%[1.84 µM]
O=C(CSc1nnc(-c2ccncc2)o1)Nc1ccccc1Cl | 9% | 0.0% | -20%[46.1 µM] | -6% | 16%[38.3 µM] | 0% | 5%
CC(=O)Nc1ccc(S(=O)(=O)Oc2cccc(N3C(=O)C4CC=CCC4C3=O)c2)cc1 (stereo unspecified) | 2% | 0.8% | -12%[46.1 µM] | . | 13%[38.3 µM] | 0% | -7%
O=C(CSC(=S)N1CCOCC1)Nc1ncc2c(n1)CCCC2=O | 7% | 0.1% | 2% | 0% | . | . | -7%[9.22 µM]
COc1ccc(CNc2cc(C)ccc2C)c(OC)c1OC | -6% | -6.1% | -16%[46.1 µM] | -10% | 17% | 5% | 0%
Cc1nc(C)c(C(=O)N/N=C/c2ccco2)s1 | 0% | -1.3% | 1% | 6% | 1% | -1% | 8%
O=C(NCC(=O)N(c1ccc(F)cc1)C(C(=O)NCC1CCCO1)c1ccccc1)c1ccco1 (stereo unspecified) | 7% | 0.2% | -9%[46.1 µM] | -6% | 4%[38.3 µM] | 1% | 8%
COc1cccc(OCc2nnc(SCC(=O)NCc3ccco3)n2C)c1 | -3% | -2.3% | -5%[46.1 µM] | 1% | -2%[38.3 µM] | -2% | 0%
CCC(C)NS(=O)(=O)c1ccc(NC(=O)c2cccs2)cc1 (stereo unspecified) | 3% | 2.2% | 4% | 6% | 0% | -2% | 0%[9.22 µM]
CC(NC(=O)Nc1ccccc1O)(C(F)(F)F)C(F)(F)F | 9% | 1.3% | -4%[46.1 µM] | 1% | 3% | 1% | ?
COc1cc(C(=O)N2CCN(C(=O)Cc3ccccc3)CC2)cc(OC)c1OC | -6% | -0.2% | 3%[46.1 µM] | -5% | -17%[38.3 µM] | -2% | -1%
OCCNC(=S)Nc1cccc(Cl)c1Cl | 7% | -0.8% | -29% | 10% | . | . | -5%[9.22 µM]
CN1CCc2c(sc3c2C(=O)NC(c2ccccc2)N3)C1 (stereo unspecified) | -2% | 9.5% | -10% | -4% | -2% | -2% | 6%
Cc1ccc(-c2csc3ncnc(Sc4nnc(CN5CCCCCC5=O)o4)c23)cc1 | 2% | -0.1% | ? | -6% | 15%[38.3 µM] | 12% | 0%[9.22 µM]
O=C(CSc1nc2cc(Cl)ccc2c(=O)n1Cc1ccco1)Nc1ccc(S(=O)(=O)N2CCOCC2)cc1 | -1% | -0.9% | -17% | -4% | 4% | 3% | -2%
COc1ccccc1Nc1nnc(SCc2cc(=O)n3cc(C)ccc3n2)s1 | 1% | -1.6% | 15% | 0% | 8% | 1% | 24%
O=C(CSc1nc2ccccc2o1)N1c2ccccc2Sc2ccccc21 | 15% | 0.0% | ? | 15% | 21% | 5% | 14%
CC(C)Oc1ccc(/C=N/NC(=O)c2ccc(N(Cc3ccccc3)S(C)(=O)=O)cc2)cc1 | 1% | -3.2% | -22% | -2% | -1% | 4% | -24%
COc1cc(S(=O)(=O)Nc2ccc3cn[nH]c3c2)ccc1Cl | -1% | -0.3% | -3% | . | 14% | . | -11%
CCC(C)C(=O)Nc1cccc(SC)c1 (stereo unspecified) | 5% | -0.9%[10.1 µM] | 5% | 4% | -7% | -6% | 17%[9.22 µM]
NC(=O)NC1CCCc2c1[nH]c1ccc(Cl)cc21 (stereo unspecified) | 4% | -0.8% | -9%[46.1 µM] | -14% | 4%[38.3 µM] | -2% | -22%
COc1cccc(OC)c1C(=O)OCC(=O)Nc1cccnc1Cl | -10% | 0.9% | 17% | . | -1% | 2% | 1%
COc1ccc(OC)c2c1sc(=NC(=O)c1ccco1)n2C | -2% | 6.6% | -25%[46.1 µM] | . | 8%[38.3 µM] | -2% | 2%
COc1ccc(C(=O)O/N=C(\N)c2ccccc2)c(OC)c1 | 5% | -0.1% | 10% | 8% | -1% | ? | 2%
COC(=O)c1cc2c(ccn2-c2ccc(F)cc2)n1CC(=O)OC(C)C | 7% | 3.0% | 40% | -16% | 9% | 4% | -4%[9.22 µM]
COc1cccc(C2(CSc3nnc(-c4cc(OC)c(OC)c(OC)c4)o3)OCCO2)c1 | 4% | 1.3% | -21%[46.1 µM] | -5% | . | . | 2%
